# Screens from PubChem BioAssay.
# PRMT1 FP inh – PRMT1 (human) inhibition, primary screen; recombinant PRMT1, activity-based probe fluorescence polarization; AID 652257; 1.3% of 370,000 active; inhibition, % at 2.79 µM; Q99873;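 active means inhibition above about 21% made by adding two undisclosed values, limit read from the data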
# UHRF1 binding – human UHRF1 methylated DNA binding inhibitors; inhibition, % at 4.4 µM; 0.75% of 370,000 active; UHRF1 binding to methylated oligo, TR-FRET; in the data active means inhibition above about 21%;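 further: UHRF1 SRA domain binding a hemimethylated CpG hairpin DNA probe; 0% = median of test compound wells and 100% = reference inhibitor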
# Target sequence (Q96T88 whole entry, looked up, the tested form may be a part): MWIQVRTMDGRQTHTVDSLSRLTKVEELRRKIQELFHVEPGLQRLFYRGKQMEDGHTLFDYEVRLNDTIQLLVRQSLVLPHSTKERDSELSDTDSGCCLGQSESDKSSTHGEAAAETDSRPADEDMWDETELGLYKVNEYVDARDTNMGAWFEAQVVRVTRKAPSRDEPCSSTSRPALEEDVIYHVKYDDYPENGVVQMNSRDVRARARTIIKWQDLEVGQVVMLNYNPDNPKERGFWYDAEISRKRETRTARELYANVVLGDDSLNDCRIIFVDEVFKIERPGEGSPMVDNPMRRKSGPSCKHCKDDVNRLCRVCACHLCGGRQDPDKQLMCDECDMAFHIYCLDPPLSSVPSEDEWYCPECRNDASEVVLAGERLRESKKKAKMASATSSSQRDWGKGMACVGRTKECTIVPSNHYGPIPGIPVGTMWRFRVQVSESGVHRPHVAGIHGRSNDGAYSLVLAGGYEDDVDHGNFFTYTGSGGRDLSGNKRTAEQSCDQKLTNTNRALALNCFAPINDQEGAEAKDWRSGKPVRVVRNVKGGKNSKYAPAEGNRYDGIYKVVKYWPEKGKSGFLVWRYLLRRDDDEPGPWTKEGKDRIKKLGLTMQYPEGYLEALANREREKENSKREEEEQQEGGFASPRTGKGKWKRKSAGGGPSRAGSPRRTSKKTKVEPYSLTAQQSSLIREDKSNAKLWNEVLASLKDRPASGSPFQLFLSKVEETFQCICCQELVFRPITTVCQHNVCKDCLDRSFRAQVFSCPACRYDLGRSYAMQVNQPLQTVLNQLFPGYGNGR
# HTRA1 inhibitor – blocks human HTRA1 serine peptidase. 0.5% of 340,000 active. recombinant HTRA1, FP-rhodamine activity-based probe, fluorescence polarization. Q92743. inhibition, % at 5.96 µM. AID 504803; in the data active means inhibition above about 36%;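 further: 0% = enzyme with DMSO and 100% = wells lacking enzyme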
# ABHD4 inh – ABHD4 (mouse) inhibition, primary FP screen | 0.54% of 370,000 active | purified mABHD4, FP-Rh probe fluorescence polarization | inhibition, % at 8.92 µM | Q8VD66;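 active means inhibition exceeding the mean over every tested compound plus 3 SD, cut at about 30% in these data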;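 further: 0% = plate median of compound wells and 100% = S159A mutant with DMSO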
#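 Test system: mABHD4 protein | Buffer or medium: HEPES pH 7.0 buffer, 150 mM NaCl, 0.01% Pluronic F-127 | Probe or stimulus: FP-Rh fluorescent activity-based probe, added after compound pre-incubation | Timing: Pre-incubation 45 min, probe exposure 60 min, at 25 °C | Technique: Fluorescence polarization, excitation 525 nm, emission 598 nm, BODIPY TMR filters | Repeats: Single well per compound (singlicate)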
# LEDGF integ inh – blocks HIV-1 LEDGF/p75-dependent DNA integration. 0.64% of 370,000 active. inhibition, % at 3.7 µM. AID 743269. TR-FRET IN-LEDGF/p75 DNA integration, Eu/Cy5;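 active means inhibition above the screen-wide mean plus 3 SD, cut at about 13% in these data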;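 further: signal is the Cy5 over europium emission ratio at 671 and 618 nm; 0% = plate median of compound wells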
# TCR-CD3 inh – blocks the human TCR-CD3 interaction; AID 651800; inhibition, % at 9.4 µM; 0.37% of 360,000 active; TAMRA-labeled TCR probe fluorescence, biochemical; in the data active means inhibition above about 19%;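 further: recombinant mutant TCR 2C K166C tagged with TAMRA read by polarization; 0% = receptor in buffer alone and 100% = receptor with positive control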
# TDP2 inh – TDP2 (human) inhibition, absorbance primary screen | O95551 | recombinant TDP2, T5PNP hydrolysis, p-nitrophenol absorbance 415 nm | inhibition, % at 12.8 µM | 0.34% of 370,000 active | AID 720702;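 active means inhibition above the mean of all tested compounds plus 3 SD, set per campaign, cut at about 25% in these data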;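 further: 0% = DMSO with enzyme and 100% = buffer with substrate but no TDP2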
#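 Evaluation: % inhibition relative to enzyme-containing and enzyme-free wells. Material: recombinant human TDP2. Benchmarks: enzyme-free and DMSO wells. Timing: enzyme reaction with compound for 2 h at 37 °C. Compound dosing: 12.8 µM only. Measured by: p-Nitrophenol epi absorbance. Reagent: T5PNP substrate at 5 mM, a TopII-DNA adduct mimic. Replication: single well per compound.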
# Tn7 DDE FP – DD(E)-Tn7 binding inhibition, primary FP screen; FP displacement of FITC-Tn7 peptide from fibrin DD(E); 0% = median of compound wells per plate; inhibition, % at 8.3 µM; 0.13% of 370,000 active; AID 720508;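 active means inhibition above the mean of compounds falling within the control limits plus 3 SD of them, cut at about 14% in these data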;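 further: 0% = plate median of compound wells and 100% = 10 µM Aha-Tn7 peptide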
#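 Measure: % inhibition scaled between sample-field median and high-control FP; Test system: human fibrin DD(E); Quantity: 2 µM final DD(E) protein; Doses: one dose, 8.3 µM nominal; Schedule: compound with protein 10 min, then 3 h after probe, room temperature; Detection: fluorescence polarization; Medium: Tris buffer with calcium and detergent, pH 7.8.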
# PG9 Ab binder – PG9 antibody binding by small molecule | 0.43% of 360,000 active | TR-FRET gp120-PG9 antibody binding | inhibition, % at 6.7 µM; in the data active means inhibition above about 8.5%
# SIAE primary – human SIAE inhibition, primary screen | Q9HAT2 | AID 1053197 | 0.69% of 370,000 active | SIAE FP-Rh probe binding, fluorescence polarization | inhibition, % at 9.66 µM;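 active means inhibition above a cutoff: mean of compounds within the control limits plus 3 SD of those, cut at about 17% in these data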;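 further: 0% = plate median of compound wells and 100% = probe without SIAE protein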
# * hit, by the source's call; · = no result given.
SMILES,PRMT1 FP inh,UHRF1 binding,HTRA1 inhibitor,ABHD4 inh,LEDGF integ inh,TCR-CD3 inh,TDP2 inh,Tn7 DDE FP,PG9 Ab binder,SIAE primary
Cc1ccccc1NC(=O)CN1C(=O)c2cccnc2Oc2ccc(Cl)cc21,-3,1,-6,-3,2,-7,13,-5,-0.7,-7
Cc1csc(SCC(=O)Nc2cc(S(=O)(=O)N(C)C)ccc2C)n1,1,1,-5,1,1,-2,-6,6,0.0,2
O=C1CN(C(=O)CSc2nc(-c3ccccc3)cs2)c2ccccc2N1,1,4,-11,-4,1,1,0,-3,1.2,-6
COc1ccc(NC(=O)CC2C(=O)N(c3ccc(OC)cc3)C(=S)N2NC(=O)c2cccc(F)c2)cc1 (centres undefined),-1,1,-5,-25,1,-2,8,-1,0.0,-2
CCC(=O)N1CCN(c2ccc(NC(=O)c3cc4ccccc4o3)cc2)CC1,2,-2,-1,-3,2,8,6,-4,-1.5,-2
COc1ccc(Oc2nc(-c3ccccc3)ncc2C(=O)O)cc1,-2,5,11,-2,4,-8,-11,-14,-3.2,-2
COc1ccccc1N1CCN(C(=O)c2ccc(S(=O)(=O)N3CCCC3)cc2)CC1,0,2,9,4,-1,0,5,-2,-2.1,-3
CCCCCC(=O)Nc1ccc(-c2nnc3n2CCCCC3)cc1,-1,0,3,3,2,3,10,-4,1.0,1
O=C1N=C(N2CCCCC2)S/C1=C\c1ccncc1,0,-1,4,2,6,11,1,-6,0.8,1
Cc1noc(C)c1COc1ccccc1C(=O)N1CCN(S(=O)(=O)c2ccc(C(C)C)cc2)CC1,2,4,-9,0,-5,-4,-2,-1,-0.3,0
COc1cc(C)c(Cl)cc1S(=O)(=O)n1cnc(C)c1,0,-3,3,2,-2,2,-1,-1,1.0,-3
Cc1sc2ncn(CC(=O)N3CCCCC3)c(=O)c2c1S(=O)(=O)N1CCC(C)CC1,-2,4,4,-10,4,-16,-5,6,-0.2,9
Clc1ccc(Cc2nc(-c3ccncc3)no2)cc1,-1,-1,0,5,1,-2,5,-5,-2.3,3
CCCCCCN(C(=O)CCCCCN1C(=O)NC(c2ccc(-c3ccccc3)cc2)C(C(=O)OCc2ccccc2)=C1C)C(C(=O)NCCCC)c1cccc(C(=O)OC)c1 (centres undefined),-3,3,·,6,1,-2,-10,0,-1.7,4
CCC(CC)NC(=O)Nc1ccccc1C(F)(F)F,-4,-1,8,-2,-1,-3,5,4,-3.3,0
c1cncc(C(c2nnnn2C2CCCCC2)N2CCN3CCCC3C2)c1 (centres undefined),-5,0,0,-2,1,1,1,0,0.9,-9
COc1cc(C(=O)Oc2cccc(Nc3ncnc4ccccc34)c2)cc(OC)c1OC,-3,-2,-32,-22,-2,6,0,1,-1.6,-41
CCOC(=O)C(=CNc1nc(-c2ccccc2)c(C(=O)Nc2ccc(-c3ccccc3)cc2)s1)C(=O)OCC,2,-1,-1,3,0,3,8,-5,-0.1,-4
CCCn1c(N)c(C(=O)COc2ccc(Br)cc2F)c(=O)n(C)c1=O,-3,3,-8,-7,-3,1,-5,-11,-1.7,-4
CC(=O)N1CCCc2cc(S(=O)(=O)CCC(=O)N3CCN(c4cccc(C)c4)C(C)C3)ccc21 (centres undefined),-8,1,-5,4,7,2,-1,-1,-1.1,0
COc1ccc(-c2cn(Cc3ccc4c(c3)C(=O)c3ccccc3C4=O)nn2)cc1,-5,0,3,3,0,9,-5,6,-0.2,-1
CC(=O)c1ccc(NC(=O)CCNS(=O)(=O)c2cc(Br)cnc2N)cc1,5,3,-3,-10,0,-4,-12,2,-0.2,-8
COc1ccc(NC(=O)c2ccco2)cc1NC(=O)c1ccc(C#N)cc1F,-3,-1,-8,-2,3,2,-5,1,-2.1,-4
O=C(NNC1CCN(Cc2ccccc2)CC1)c1ccccc1,0,2,3,-2,4,9,6,-8,-0.1,3
Cc1ccc(S(=O)(=O)CCC(=O)N2CCc3ccccc32)cc1,-2,18,6,-12,-2,1,-3,0,1.7,12
COc1cc2c(cc1OC)C(C1C(=O)CC(C)(C)CC1=O)N(C(=O)CCl)CC2 (centres undefined),0,-3,5,1,-4,5,2,5,-3.5,-4
CNc1ccc(/C=C\CCCO)cn1,-1,-1,·,-2,-4,-4,6,2,-1.6,6
O=C(CCNC(=O)c1ccc(Br)cc1)NCc1ccco1,1,4,2,-2,9,1,-5,5,-0.1,6
C/C(=N\NC(=O)c1ccc(N(C)C)cc1)c1cccnc1,2,-1,-1,4,-2,11,-16,0,-2.0,6
Cc1nc(N2CCCCC2)[nH]c(=O)c1CN(C)N=O,4,2,3,2,-1,-2,-2,3,3.7,-5

# Arranged by formula weight (low to high): part of the list above.
SMILES,PRMT1 FP inh,UHRF1 binding,HTRA1 inhibitor,ABHD4 inh,LEDGF integ inh,TCR-CD3 inh,TDP2 inh,Tn7 DDE FP,PG9 Ab binder,SIAE primary
CNc1ccc(/C=C\CCCO)cn1,-1,-1,·,-2,-4,-4,6,2,-1.6,6
O=C(NNC1CCN(Cc2ccccc2)CC1)c1ccccc1,0,2,3,-2,4,9,6,-8,-0.1,3
CCCn1c(N)c(C(=O)COc2ccc(Br)cc2F)c(=O)n(C)c1=O,-3,3,-8,-7,-3,1,-5,-11,-1.7,-4

# Continued:
SMILES,PRMT1 FP inh,UHRF1 binding,HTRA1 inhibitor,ABHD4 inh,LEDGF integ inh,TCR-CD3 inh,TDP2 inh,Tn7 DDE FP,PG9 Ab binder,SIAE primary
C[C@H](CO)N1C[C@H](C)[C@H](CN(C)C(=O)CCC(F)(F)F)OCc2cnnn2CCCC1=O,0,2,5,5,-2,-7,7,-4,-0.2,3
COC(=O)c1ccc(-c2ncc[nH]2)cc1,-2,-1,-2,5,-5,9,-12,0,-0.2,0
CC(NC(=O)CSc1nc2c(cc1C#N)CN(C)CC2)c1ccccc1 (centres undefined),38*,-11,25,5,2,1,3,2,-8.4,0
COc1c(O)cccc1-c1nnn(CCC(=O)OCC(=O)c2ccccc2)n1,-2,0,10,-1,4,11,1,-9,-0.8,9
CN(C)S(=O)(=O)c1cccc(-c2nn(-c3ccccc3)cc2/C=C2\SC(=S)NC2=O)c1,2,0,-48,-75,0,2,-1,-3,1.0,-70
CCN(CC)Cc1cc(CC(C(N)=O)C(N)=O)ccc1OC,-1,0,-2,1,0,-2,2,-4,-0.3,3
CC(=O)c1ccc(N(CC(=O)NC2CCCC2)C(=O)CCC(=O)Nc2cc(C)on2)cc1,9,4,-7,-5,-5,-7,-18,-1,1.6,2
CCCn1nnnc1NCc1c(F)cccc1Cl,-4,16,-4,2,-5,1,-10,-5,-3.1,4
O=C(NCc1ccco1)c1ccc(CS(=O)c2ccccc2Cl)o1 (centres undefined),-8,0,0,-1,3,7,-9,-11,-0.8,-4
CCOC(=O)CC[C@H]1CC[C@]2(CCCN(C(=O)c3cccnc3)C2)O1,-1,-1,·,1,1,·,7,-5,·,30*
Cc1nonc1OC(C)CNCCNc1ccc([N+](=O)[O-])cc1 (centres undefined),0,-1,·,3,3,-6,-10,-9,-4.9,-1
CC(C)(C)NC(=O)CN(Cc1cccs1)C(=O)CN1C(=O)C(=O)c2ccccc21,-2,-3,-2,1,-1,5,8,3,-1.6,7
COc1ccc(NC(=O)CSc2nnc(-c3n[nH]c4c3CCC4)n2N)cc1,-1,-3,·,6,1,·,5,6,·,3
CCOc1ccccc1N1CCN(C(=O)c2c(-c3c(F)cccc3Cl)noc2C)CC1,4,3,-2,5,-2,-3,22,-5,1.0,-5
COc1cccc(NC(=S)N2c3ccccc3CC2C)c1 (centres undefined),2,-2,-2,8,1,-2,16,1,0.2,10
COc1ccccc1NS(=O)(=O)c1ccc(N2CCOCC2)c(NC(=O)c2ccco2)c1,1,7,-10,-1,1,2,-6,2,-0.1,1
CC(C)=CCN1CCN(Cc2cc3ccccc3[nH]2)CC1CCO (centres undefined),0,-1,3,4,4,9,2,-2,0.3,1
C/C=C1\NC(=O)[C@H](C)NC(=O)[C@@H](NC(=O)[C@@H](Cc2ccc(O)cc2)NC(=O)[C@@H](NC(=O)/C(C)=C/C)C(C)C)[C@@H](C)OC(=O)[C@H](CCCCc2ccc(O)cc2)NC(=O)[C@@H](CCC(=O)OC)NC1=O,1,1,·,5,-1,9,12,1,-1.9,2

# Filtered by structure, the compounds so far with a Cl atom (7)
SMILES,PRMT1 FP inh,UHRF1 binding,HTRA1 inhibitor,ABHD4 inh,LEDGF integ inh,TCR-CD3 inh,TDP2 inh,Tn7 DDE FP,PG9 Ab binder,SIAE primary
Cc1ccccc1NC(=O)CN1C(=O)c2cccnc2Oc2ccc(Cl)cc21,-3,1,-6,-3,2,-7,13,-5,-0.7,-7
COc1cc(C)c(Cl)cc1S(=O)(=O)n1cnc(C)c1,0,-3,3,2,-2,2,-1,-1,1.0,-3
Clc1ccc(Cc2nc(-c3ccncc3)no2)cc1,-1,-1,0,5,1,-2,5,-5,-2.3,3
COc1cc2c(cc1OC)C(C1C(=O)CC(C)(C)CC1=O)N(C(=O)CCl)CC2 (centres undefined),0,-3,5,1,-4,5,2,5,-3.5,-4
CCCn1nnnc1NCc1c(F)cccc1Cl,-4,16,-4,2,-5,1,-10,-5,-3.1,4
O=C(NCc1ccco1)c1ccc(CS(=O)c2ccccc2Cl)o1 (centres undefined),-8,0,0,-1,3,7,-9,-11,-0.8,-4
CCOc1ccccc1N1CCN(C(=O)c2c(-c3c(F)cccc3Cl)noc2C)CC1,4,3,-2,5,-2,-3,22,-5,1.0,-5
